TRPC6 activator: mouse TRPC6 channel activation. HEK293-TRPC6 membrane potential dye fluorescence; active compounds read high. B-score at 10 µM. 310,000 tested, 0.13% active;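 active = B-score of the integrated fluorescence ratio above library mean plus 3 SD, and starting fluorescence ratio within library mean plus 5 SD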;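 note: higher score means more depolarization so channel activation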
Target sequence (Q61143 whole entry, looked up): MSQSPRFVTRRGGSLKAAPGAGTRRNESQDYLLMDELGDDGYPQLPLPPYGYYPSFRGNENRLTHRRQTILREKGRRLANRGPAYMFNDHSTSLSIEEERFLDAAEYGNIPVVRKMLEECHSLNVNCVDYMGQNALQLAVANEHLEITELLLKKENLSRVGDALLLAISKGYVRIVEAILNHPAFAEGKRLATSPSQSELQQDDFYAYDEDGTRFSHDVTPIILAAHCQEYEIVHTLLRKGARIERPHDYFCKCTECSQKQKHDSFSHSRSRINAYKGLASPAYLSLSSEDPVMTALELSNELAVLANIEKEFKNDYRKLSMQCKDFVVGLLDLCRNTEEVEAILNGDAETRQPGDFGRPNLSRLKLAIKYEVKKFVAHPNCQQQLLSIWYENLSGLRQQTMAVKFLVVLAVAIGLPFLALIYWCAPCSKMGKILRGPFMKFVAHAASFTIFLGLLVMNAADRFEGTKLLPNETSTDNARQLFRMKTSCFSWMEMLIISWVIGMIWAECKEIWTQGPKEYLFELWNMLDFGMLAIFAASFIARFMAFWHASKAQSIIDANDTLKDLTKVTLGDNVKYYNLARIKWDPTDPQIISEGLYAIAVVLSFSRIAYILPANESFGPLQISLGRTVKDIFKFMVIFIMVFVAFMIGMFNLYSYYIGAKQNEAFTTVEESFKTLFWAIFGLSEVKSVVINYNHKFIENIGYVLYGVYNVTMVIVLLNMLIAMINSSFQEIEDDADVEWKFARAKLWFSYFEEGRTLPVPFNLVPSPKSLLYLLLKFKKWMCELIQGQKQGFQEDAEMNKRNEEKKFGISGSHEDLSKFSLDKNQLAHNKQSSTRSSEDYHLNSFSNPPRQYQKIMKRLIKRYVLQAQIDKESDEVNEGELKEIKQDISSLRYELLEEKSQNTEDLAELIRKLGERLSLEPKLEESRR
HIF activator: HIF pathway transcriptional activation. U2OS HRE-luciferase reporter, luminescence; normalized: DMSO 0%, desferrioxamine 100%. activation, % at 7.5 µM (by protocol). 300,000 tested, 0.32% active. AID 1910;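 active = mean activation of at least 10% of the iron chelator positive control signal, with at least half of replicates also reaching 10%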
MrgX1 allo act: allosterically activates human MrgX1 receptor signaling; 310,000 tested, 0.63% active; MrgX1-HEK293, Fluo-4 calcium flux, FDSS; active compounds read high; B-score at 10 µM; Q96LB2; AID 588675;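 active = plate-corrected calcium response at least 3 library SD above typical, normal starting fluorescence, not activating the receptor alone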;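 note: compound read alongside a low EC10 to EC30 dose of BAM8-22 agonist; peak minus trough fluorescence over baseline measured at the second addition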
Platelet DG rel: platelet dense granule release activity; human platelet-rich plasma, SFLLRN dense granule ATP release, luminescence; inhibition, %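 (compounds screened at 7.5 µM in platelet-rich plasma)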; 300,000 tested, 0.22% active; AID 1663;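 active = mean replicate score, as percent of positive control, at or above 50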
SKKanGAS inh: inhibitors of SKKanGAS S. pyogenes growth in kanamycin (SK-promoter or general growth effect) | BacTiter-Glo, 6 h | 300,000 tested, 1.3% active | AID 1662 | inhibition, % at 7.5 µM;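 active = mean replicate score, as percent of positive control median, at least 50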;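 note: strain carries kanamycin resistance gene driven by streptokinase promoter and grows in 40 µg/ml kanamycin; loss of luminescence reflects streptokinase promoter inhibition or plain growth inhibition; 0% = median of DMSO wells and 100% = positive control at its reference dose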
RGS4 block: human RGS4 inhibition; P49798; HEK293 M3R/RGS4 inducible, Fluo-4 calcium flux; active compounds read high; triggered by carbachol at its EC20; B-score at 10 µM; 310,000 tested, 0.45% active; AID 463165;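 active = B-score, a plate-corrected calcium signal, over three deviations above library mean, with baseline fluorescence within five deviations of library mean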;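 note: RGS4 expression induced by doxycycline in cells with stable M3 receptor; B-score is computed from the integrated fluorescence ratio over baseline after carbachol; higher B-score means a larger calcium signal and so more RGS4 inhibition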
Target sequence (P49798 whole entry, looked up): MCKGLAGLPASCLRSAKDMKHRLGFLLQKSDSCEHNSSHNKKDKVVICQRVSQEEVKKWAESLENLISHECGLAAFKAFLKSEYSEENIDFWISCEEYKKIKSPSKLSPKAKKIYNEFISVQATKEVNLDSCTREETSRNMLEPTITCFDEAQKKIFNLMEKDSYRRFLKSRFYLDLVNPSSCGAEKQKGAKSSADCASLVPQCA
RGS4 pot: RGS4 potentiation or activation; HEK293 M3R/inducible RGS4, carbachol calcium flux Fluo4; active compounds read low; B-score at 10 µM; 310,000 tested, 0.92% active;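 active = B-score of the integrated calcium signal more than 4 SD below the library mean, with starting fluorescence not abnormally high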;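 note: negative B-score means reduced calcium response which marks RGS4 activation or potentiation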
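Detection: kinetic calcium fluorescence imaging with Fluo4-AM dye, 2 µM / Material: HEK293 cells with stable M3R and inducible RGS4 / Schedule: recording 10 s baseline at 1 Hz, 100 s post-agonist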
MrgX1 antagonist: blocks BAM8-22 activation of human MrgX1 receptor. B-score at 10 µM. 310,000 tested, 1.3% active. MRGX1-HEK293 calcium flux, Fluo-4, BAM8-22 antagonism; active compounds read low. Q96LB2;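 active = calcium-response B-score plate-corrected more than 3 library SD below zero, starting fluorescence within 5 deviations, no agonist response on first addition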;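 note: peak minus trough fluorescence over baseline after final BAM8-22 challenge near maximal dose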
MrgX1 ag: activates human MrgX1 receptor signaling; Q96LB2; MrgX1-HEK293 cells, Fluo-4 calcium fluorescence, agonist mode; active compounds read high; B-score at 10 µM; 310,000 tested, 0.44% active; AID 588627;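 active = calcium response B-score plate-corrected fluorescence ratio at least 3 library SD, with starting fluorescence B-score inside 5 SD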
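Test system: HEK293 cells stably expressing human MrgX1 receptor; Input: fifteen thousand cells per well; Dosing: compound delivered in addition one of three; Schedule: overnight seeding, then 1 h dark dye loading; Technique: Fluo-4 NW calcium fluorescence; Measure: B-scored fluorescence response ratio; Controls: positive and negative controls per plate.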
TRPC4 inh: inhibitors of mouse TRPC4 channel | HEK293 TRPC4beta/mu-opioid, DAMGO-evoked Fluo4 calcium flux; active compounds read low | 300,000 tested, 0.39% active | Q9QUQ5 | AID 2247 | B-score at 10 µM;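 active = B-score over 3 SD under the library average, no early fluorescence shift, positive overall ratio signal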
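Assay system: TRPC4beta/mu-opioid receptor HEK293 cell line; compound dosing: single concentration per test compound; detection: Fluo4 Ca2+ flux fluorescence; evaluation: per-well B score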
TRPC6 inhibitor: inhibitors of mouse TRPC6 channel. Q61143. HEK293-TRPC6, membrane potential dye, ACh-evoked depolarization; active compounds read low. B-score at 10 µM. 310,000 tested, 1.1% active;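 active = B-score under library mean minus 3 SD, initial fluorescence not abnormally high, positive integrated signal ratio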;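 note: B-score derived from integrated fluorescence ratio over the kinetic read; more negative B-score means stronger inhibition of depolarization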
* marks the source's active call; other numbers are inactive results; i = inactive; x = no result given.

The line under a structure holds: TRPC6 activator, HIF activator, MrgX1 allo act, Platelet DG rel, SKKanGAS inh, RGS4 block, RGS4 pot, MrgX1 antagonist, MrgX1 ag, TRPC4 inh, TRPC6 inhibitor
- CCN(CC)S(=O)(=O)c1cccc(NC(=O)COC(=O)CNC(=O)c2cccc(F)c2)c1
 : i, -0.2, i, -6, -19, i, i, i, i, i, i
- Cc1nc(CNS(=O)(=O)c2ccccc2F)cs1
 : i, 0.1, i, -3, -3, i, i, -4.6*, i, i, i
- CCn1cc(S(=O)(=O)CC(=O)Nc2cccc(C)c2)c2ccccc21
 : i, -0.1, i, -2, -4, i, i, i, i, i, i
- COc1cccc(NC(=O)CCc2c(C)nn(-c3ccc(N4CCOCC4)nn3)c2C)c1
 : i, 0.1, i, 26, -4, i, i, i, i, i, i
- Cc1c(NC(=O)CCCOc2ccccc2)cccc1[N+](=O)[O-]
 : i, -1.1, i, 0, 2, i, i, i, i, i, i
- CCN(CC)S(=O)(=O)N1CCC(C(=O)NC2CCCC2)CC1
 : i, -0.3, i, 7, -2, i, i, i, i, i, i
- O=C(Nc1ccc(-c2nc3cccnc3s2)cc1)c1ccco1
 : i, 0.6, i, 11, 0, i, i, i, i, i, i
- COc1cc(CN2CCNC(=O)C2CC(=O)NCCCC2CCCC2)cc(OC)c1 (configuration not stated)
 : i, -0.2, i, 2, 2, i, i, i, i, i, i
- CC(C)c1c(C(=O)N/N=C/c2ccc(OCc3ccccc3)cc2)nnn1-c1nonc1N
 : i, -0.3, i, 25, 8, i, i, i, i, i, i
- C=Cn1c(C(=O)O)ccc1-c1ccc(OC)cc1
 : i, 0.0, i, 5, -3, i, i, i, i, i, i
- CN(C)Cc1c(C(=O)N/N=C/C=C/c2ccccc2)nnn1-c1nonc1N
 : i, 0.4, i, -6, -4, i, i, i, i, i, i
- CCO[C@@H]1OC(C(=O)N2CCN(Cc3ccccc3)CC2)=C[C@H](c2ccc(Br)cc2)[C@H]1CCCO
 : i, -0.2, i, 2, 7, i, i, i, i, i, i
- Cc1ccc(NS(=O)(=O)c2ccccc2Cl)c2c1CC(C)(C)O2
 : i, 1.3, i, x, 1, i, i, i, i, i, i
- CCOC(=O)NNC(=O)C1CCC(C)CC1 (configuration not stated)
 : i, 0.5, i, 5, -1, i, i, i, i, i, i
- COc1ccc(N2CCc3c(C)nc4c(OC)cccc4c32)cc1
 : i, -0.4, i, -14, 1, i, i, i, i, i, -8*
- O=C(N/N=C/c1ccccc1OC(=O)c1ccc2c(c1)OCO2)c1cccc(F)c1
 : i, 0.6, i, 1, 14, i, i, i, i, i, i
- CCNc1nc(C)c2cc(Br)c(=O)n(CC)c2n1
 : i, -1.0, i, -3, -1, i, i, i, i, i, i
- COc1ccccc1CN1CC(C(=O)NCc2cccnc2)CC1=O (configuration not stated)
 : i, -0.1, i, 8, -4, i, i, i, i, i, i
- COc1ccc(Cn2c(=S)[nH]c3ccccc3c2=O)cc1
 : i, -1.3, i, 0, 1, i, i, i, i, i, i
- Oc1[nH]c2ccc(Br)cc2c1N=Nc1ccc(C(F)(F)F)cn1
 : i, 0.2, i, 0, 23, i, i, i, i, i, i
- COc1cc(/C=C(\C#N)c2nc3ccccc3[nH]2)cc(Br)c1OCc1ccccc1
 : i, 0.4, i, 19, 11, i, i, i, i, i, i
- O=C(O)C1C2C=CC(C2)C1C(=O)Nc1nccs1 (configuration not stated)
 : i, -0.3, i, 2, 9, i, i, i, i, i, i
- CCOc1ccc2nc(N/C(N)=N/C(=S)Nc3ccc(C)c(C)c3)nc(C)c2c1
 : i, -0.2, i, 10, 12, i, i, i, i, i, i
- Cc1ccc2nc(-c3ccc(NC(=S)NC(=O)CC(C)C)cc3)sc2c1
 : i, 4.3, i, 2, 0, i, i, i, i, i, i
- CCOc1ccc2[nH]c(=O)c(CN(Cc3ccco3)C(=O)c3ccc(Br)cc3)cc2c1
 : i, 1.2, x, 2, -1, i, i, x, x, i, i
- O=S(=O)(NNc1ccc(Cl)nn1)c1ccc(F)cc1
 : i, -0.1, i, -4, -2, i, i, i, i, i, i
- CC1CCN(C(=O)CSc2nnc(CNC(=O)c3ccc(F)cc3)o2)CC1
 : i, -0.6, i, 0, 19, i, i, i, i, i, i
- O=C(Cn1cnc2ccccc21)N/N=C/c1cccnc1
 : i, 0.4, i, 10, 4, i, i, i, i, i, i
- O=S(=O)(c1cccc(Cn2nnc(-c3ccc(F)cc3)n2)c1)N1CCOCC1
 : i, -0.1, i, 8, -4, i, i, i, i, i, -5.8*
- CCOC(=O)c1sc(NC(=O)C2CCCCC2)nc1C
 : i, 1.9, i, -18, -3, i, i, i, i, i, i
- COc1ccc(-c2cc(C(=O)NC3CCCC3)no2)cc1
 : i, 2.7, i, 1, 19, i, i, i, i, i, i
- Cc1cccc(C)c1Oc1nc(-c2ccccc2)ncc1S(=O)(=O)c1ccccc1
 : i, -0.2, i, 3, 51*, i, i, i, i, i, i
- Cc1ccc2cc(CN(CC3CCCO3)C(=S)Nc3ccccc3)c(=O)[nH]c2c1C (configuration not stated)
 : i, 0.2, i, 5, 2, i, i, i, i, i, i
- COc1ccc(Cl)cc1NC(=O)CC(=O)Nc1cc(Cl)ccc1OC
 : i, -1.2, i, 2, 19, i, i, i, i, i, i
- S=c1[nH]nc(-c2cccnc2)n1C1CCCCC1
 : i, -0.3, i, 14, -1, i, i, i, i, i, i
- Cc1cc(C)nc(NC(N)=S)n1
 : i, 0.1, i, 0, -7, i, i, i, i, i, i
- Cc1ccc(C(=O)NC2=NCCS2)cc1Cl
 : i, 2.0, i, 3, -5, i, i, i, i, i, i
- CCCN1C2CCCC1CC(NC(=O)c1cc(OC)c(OC)c(OC)c1)C2 (configuration not stated)
 : i, -0.4, i, -1, -11, i, i, i, i, i, i
- Cc1c(N2C(=O)CS/C2=N\N=C\c2ccc(Cl)cc2)c(=O)n(-c2ccccc2)n1C
 : i, 0.1, i, 6, x, i, i, i, i, i, i
- CC(=O)Nc1cc(NC(C)=O)c2nc(N)sc2c1
 : i, -0.2, i, -28, -2, i, i, i, i, i, i
- CCN1CCN(c2c(S(=O)(=O)c3ccc(C)c(C)c3)cnc3ccc(F)cc23)CC1
 : i, 0.2, i, -2, 4, i, i, i, i, i, i
- Cc1c(C(=O)OCCN2CCCCC2)oc2ccccc12
 : i, -0.5, i, 1, 8, i, -11*, i, i, i, -8.6*
- COC(=O)C(C)Sc1nc2c(c(=O)[nH]c(=O)n2C)n1CCC(C)C (configuration not stated)
 : i, -0.1, i, 8, -7, 5.7*, i, i, i, i, i
- O=c1[nH]c(C2CCCN(S(=O)(=O)c3ccc(F)cc3)C2)nc2c1nnn2Cc1ccccc1 (configuration not stated)
 : i, -0.2, i, 6, 19, i, i, i, i, i, i
- Cc1c(NC(=O)CCC2CCCCC2)cc(C(=O)N2CCOCC2)cc1[N+](=O)[O-]
 : i, -0.8, i, 3, -5, i, i, i, i, i, i
- Cc1noc(C)c1C(=O)NCc1ccccc1Br
 : i, -0.8, i, -2, 0, i, i, i, i, i, i
- CCOc1cc(S(=O)(=O)n2ccnc2)ccc1Cl
 : i, -0.2, i, 2, 0, i, i, i, i, i, i
- CCCCC(=O)OCC(=O)Nc1ccc(SC(F)F)cc1
 : i, x, i, -2, -2, i, i, i, i, i, i
- Fc1ccc(NC(=S)Nc2cccnc2)cc1Cl
 : i, -0.3, i, 3, 1, i, i, -5.6*, i, i, i
- O=S(=O)(NCCCc1ccccc1)c1ccccc1
 : i, 0.1, i, 22, 3, i, i, i, i, i, i

The listing continues:
The line under a structure holds: TRPC6 activator, HIF activator, MrgX1 allo act, Platelet DG rel, SKKanGAS inh, RGS4 block, RGS4 pot, MrgX1 antagonist, MrgX1 ag, TRPC4 inh, TRPC6 inhibitor
- COc1cccc(C2c3[nH]c4ccccc4c3CCN2Cc2cccn2-c2ncccn2)c1 (configuration not stated)
 : i, -0.1, i, 1, -2, i, i, i, i, i, i
- CNC(=O)COC(=O)/C=C/c1c(C)nn(-c2ccccc2)c1C
 : i, 0.5, i, -1, -9, i, i, i, i, i, i
- CC1(C)CC(=O)C(C=Nc2ccccc2C(=O)O)=C(O)C1
 : i, x, i, 6, 0, i, i, i, i, i, i
- O=C(Nc1ccccc1Br)C1CC(=O)N(c2ccc3c4c(cccc24)CC3)C1 (configuration not stated)
 : i, 1.8, i, -14, -7, i, i, i, i, i, i
- O=C(Cc1ccccc1F)Nc1ccccc1-c1ccccc1
 : i, 1.6, i, -1, 8, i, i, i, i, i, i
- Cc1ccc(-c2cc(C(=O)N3CC(C)CC(C)C3)c3ccccc3n2)o1 (configuration not stated)
 : i, 0.1, i, -6, 0, i, i, i, i, i, i
- O=C(c1ccc2c(c1)OCCCO2)N1CCCCC1
 : i, 1.9, i, -3, -3, i, i, i, i, i, i
- CCOC(=O)C1CCCN(Cc2ccc(OCc3ccccc3)c(OC)c2)C1 (configuration not stated)
 : i, -25, i, -4, -1, i, i, i, i, i, i
- COc1ccc(C2SCC(=O)N2c2ccccc2)cc1 (configuration not stated)
 : i, -1.2, i, -2, 0, i, i, i, i, i, i
- CCOc1ccccc1N(CC(=O)NCCOC)C(=O)CCC(=O)Nc1ccccn1
 : i, -0.3, i, 17, 3, i, i, i, i, i, i
- Cc1ccc(-c2noc(CN(C(=O)c3cccc(Br)c3)C(C)C)n2)cc1
 : i, -0.4, i, 7, -2, i, i, i, i, i, i
- COc1cc(CCN2C(=O)N[C@@H](c3cccc(C(F)(F)F)c3)C(C(C)=O)=C2C)cc(OC)c1OC
 : i, -0.1, i, 3, -5, i, i, i, i, i, i
- COc1ccccc1Nc1nc(N)nc(CN2CCOCC2)n1
 : i, -0.1, i, 12, 1, i, i, i, i, i, i
- N#CCc1ccc(OC(=O)c2ccncc2)cc1
 : i, -0.8, i, 11, -4, i, i, i, i, i, i
- CC(C(=O)Nc1ccc2c(c1)OCCO2)N(C)Cc1c(F)cccc1Cl (configuration not stated)
 : i, 0.0, i, 3, 13, i, i, i, i, i, i
- Cc1ccccc1C(=O)Oc1cc(N)n(S(=O)(=O)c2ccccc2)n1
 : i, -0.5, i, 14, 2, i, i, i, i, i, i
- CSc1ccccc1NC(=O)CN(C)C(=O)CCc1c[nH]c2ccccc12
 : i, 0.2, i, -1, -2, i, i, i, i, i, i
- O=C(N/N=C/c1ccc2c(c1)OCO2)/C(=C/c1ccc2c(c1)OCO2)NC(=O)c1ccccc1
 : i, -0.2, i, -1, 1, i, i, i, i, i, i

Screening data (PubChem BioAssay)
